Rhodamine autofl: rhodamine region autofluorescence. Rhodamine-region fluorescence, 547/598 nm, Tris buffer; active compounds read high. max dye-equivalent concentration, M. hit rate 0.05% among 59,000. AID 594; in the data active means max dye-equivalent concentration above about 11 nM; inconclusive means between about 1.1 nM and that limit
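Intrinsic compound fluorescence, ex 547 / em 598 nm, CCD imager. Tris 100 mM pH 8.0; 15 min RT. Output = rhodamine dye-equivalent concentration at each compound concentration.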
A350 autofl: A350 region autofluorescence. AID 590. max dye-equivalent concentration, M. Compound autofluorescence, 340/450 nm, Alexa 350 dye-equivalents; active compounds read high. hit rate 11% among 59,000; in the data active means max dye-equivalent concentration above about 10 nM; inconclusive means mostly about 1.1 nM to 9.6 nM
Texas Red fluor: compounds fluorescent in Texas Red spectral region; Compound fluorescence, Texas Red channel, 547/618 nm; active compounds read high; max dye-equivalent concentration, M; hit rate 0.06% among 59,000; AID 587; in the data active means max dye-equivalent concentration above about 10 nM; inconclusive means between about 1.1 nM and that limit
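Spectral interference profiling: each compound concentration's relative fluorescence, read with a 547 nm excitation and 618 nm emission filter pair, was normalized to a per-plate Texas Red standard curve.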
ERK AVP inh: blocks ERK signaling stimulated by vasopressin; HEK293-V1b, vasopressin-stimulated pERK AlphaScreen; Potency, µM (highest dose often 57.5 µM), for the others: at the top dose activity, negative = inhibition, hits mostly inhibitors; hit rate 0.99% among 72,000; AID 995; further: potency means the concentration at half of the fitted maximal effect; on the % scale 0 is the no-effect control and ±100 the full control effect; nearly all actives have a fitted effect of over 55% in size
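Phosphorylated ERK1/2 detected via AlphaScreen bead proximity in lysates of V1b-expressing HEK293 cells given 25 nM vasopressin for 5 min after 30 min compound exposure (37 °C). AC50 from Hill equation; basal DMSO 0%, vasopressin 100%.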
Tau filament bind: binds recombinant human tau filaments | P10636 | recombinant tau filaments, thioflavin S fluorescence, 15 h; filaments grown with octadecylsulfate alongside compound | Potency, µM (series often up to 57.1 µM), for inactives: at the highest dose activity change, negative = inhibition | hit rate 2% among 71,000;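 further: potency means the concentration at half of the fitted maximal effect; on the % scale 0 is the no-effect control and ±100 the full control effect; actives lower thioflavin S fluorescence by blocking filaments or displacing dye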
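Tau 2 uM in ThS buffer dispensed; compound added; 60 uM ODS added (finals 1 uM tau, 30 uM ODS); 15 h 37 C; fluor ex450/em510.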
Luciferase inh: firefly luciferase inhibition. Potency, µM (series often up to 57.1 µM), for inactives: top-dose activity change, negative = inhibition, usual class: inhibitors. AID 411. hit rate 2.2% among 72,000. P08659. purified firefly luciferase, luminescence, 8 min; further: potency means the concentration at half of the fitted maximal effect; on the % scale 0 is the no-effect control and ±100 the full control effect; nearly all actives have a fitted effect of over 40% in size
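Inhibition of light generation by firefly luciferase from ATP and luciferin was profiled with concentration-response curves per sample, ATP held at 10 uM within the enzyme's linear range. Plates were read by luminescence after an 8-minute ambient incubation.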
Casp1 inh: blocks human caspase-1 allosterically or competitively; Caspase-1 enzyme, Ac-WEHD-AFC fluorogenic rate; Potency, µM (doses to about 57.5 µM), for the others: at the top dose activity change, negative = inhibition, actives largely listed as inhibitors; AID 900; P29466; hit rate 0.03% among 75,000;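 further: potency means the concentration at half of the fitted maximal effect; plate controls were vehicle for no effect and no substrate for full effect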
HEK293 cAMP ctrl: counter-screen for TSHR agonists: cAMP increase in parental HEK293; parental HEK293 CNG cAMP sensor, membrane potential fluorescence; Potency, µM (series often up to 57.1 µM), inactives show top-dose activation, most hits filed as activators; hit rate 2.5% among 73,000; AID 938; further: potency means the concentration at half of the fitted maximal effect; % of control where 0% means no effect; nearly all actives have a fitted effect of over 55% in size
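Parental HEK 293 cells stably expressing a modified CNG channel (no TSHR) report cAMP rise as membrane depolarization. Membrane potential dye with 100 uM RO 20-1724 was loaded for 60 min at room temperature, then compound added for 30 min; fluorescence read at 590 nm.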
Caspase-7 inhib: caspase-7 (human) inhibition, allosteric or competitive; P55210; recombinant caspase-7, Ac-DEVD-AFC fluorescence rate; Potency, µM (series often up to 57.5 µM), inactives show at the top dose activity change, negative = inhibition, usual class: inhibitors; hit rate 0.02% among 75,000; active means well fitted inhibition curve with a large enough effect in the main read-out, with a control signal flat, not every such curve was filed as active; inconclusive means small, poorly fitted or top-dose-only effect, or a change in a side signal; further: potency means the concentration at half of the fitted maximal effect; % of control where 0% means no effect
4MU fluor: compound fluoresces in the 4-MU spectral region | max dye-equivalent concentration, M | hit rate 11% among 59,000 | compound autofluorescence, 340/450 nm, 4-MU equivalents; active compounds read high | AID 589; in the data active means max dye-equivalent concentration above about 10 nM; inconclusive means mostly about 1.1 nM to 9.6 nM
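Intrinsic fluorescence at 340/450 nm (ex/em) was read after 15 min at room temperature in pH 8.0, 100 mM Tris. Each compound concentration expressed as 4-MU-equivalent concentration from a six-point 4-MU standard series on each plate.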
Fluorescein fluor: compound autofluorescence in fluorescein spectral region; AID 593; Compound autofluorescence, 480/540 nm, fluorescein-equivalent; active compounds read high; hit rate 0.91% among 59,000; max fluorescein-equivalent concentration, M; in the data active means max fluorescein-equivalent concentration above about 10 nM; inconclusive means between about 1.1 nM and that limit
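In this qHTS profile, compound fluorescence was measured with a 480 nm/540 nm filter pair following a 15-min room-temperature incubation in 100 mM Tris (pH 8.0). A six-point fluorescein series on each plate served for normalization.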
* hit, by the source's call; i = inactive; u = inconclusive; x = no result given; [ ] = dose if it differs, or a comment. Unless noted, the call rests on the fitted dose curve; in most records, active means well fitted curve in the direction sought with a large enough effect; inconclusive means small, poorly fitted or top-dose-only effect, or another doubt; inactive means no such curve, though single readings can be large; an effect the other way counts as inactive or inconclusive. These rows are one share of the data (hit frequency here may not be typical).

Sequence of screens – Rhodamine autofl | A350 autofl | Texas Red fluor | ERK AVP inh | Tau filament bind | Luciferase inh | Casp1 inh | HEK293 cAMP ctrl | Caspase-7 inhib | 4MU fluor | Fluorescein fluor
[1] CC(=O)SC[C@@H](Cc1ccccc1)C(=O)NCC(=O)OCc1ccccc1
→ i | u | i | -8%[25.7 µM] | 6%[25.6 µM] | 14%[25.5 µM] | -4%[25.7 µM] | -18%[25.6 µM] | -1%[25.7 µM] | u | u
[2] CC(SC1CCCC1)C(=O)Nc1ccnn1C(C)C (stereo not given)
→ i | i | i | 17% | -6% | 9% | -1% | 16% | 1% | i | u
[3] CCOc1cccc(CN2CCN(c3cccc(C(F)(F)F)c3)CC2)c1O
→ i | i | i | -5% | -17% | 0% | -3% | 19% | -2% | i | i
[4] COc1ccc(CNc2oc(Cc3cccc4ccccc34)nc2C#N)cc1
→ i | i | u | -3% | -14% | -12% | -2% | 9% | 2% | i | i
[5] COc1cc(CN(C)CCc2ccccn2)cc(OC)c1OC
→ i | i | i | 1% | 10% | 4% | -1% | 18% | 0% | i | i
[6] Cc1nc(C)c(C(=O)C2=C(O)C(=O)N(CCN3CCOCC3)C2c2cccnc2)s1 (stereo not given)
→ i | u | i | -5% | 10% | 3% | -6% | 11% | -4% | u | i
[7] Cc1cc(C)n(-c2cc(=O)n(C)c(=O)n2C)n1
→ i | i | i | 1% | 9% | 2% | -2% | -2% | 0% | i | i
[8] COc1ccc(OC)c(-c2oc3ccccc3c(=O)c2O)c1
→ i | i | i | -20% | -17% | 0% | -5% | 19% | -5% | i | u
[9] CNc1nc(-c2cccc(NS(C)(=O)=O)c2)nc2ccccc12
→ i | i | i | -11% | -2% | 0%[2.29 µM] | -2% | 6% | -4% | i | u
[10] COc1ccc2c(c1)Cc1sc(NC(C)=O)nc1-2
→ i | i | u | -12% | u | 13µM* | -6% | -11% | -4% | i | i
[11] O=C(N1CCCCC1)N1CCN(c2ccc(Cl)cc2)CC1
→ i | i | i | -19% | 3% | -4% | 0% | 8% | -3% | i | i
[12] CCC(C)(C)n1nnnc1C(c1ccc2ncccc2c1)N1CCN2CCCC2C1 (stereo not given)
→ i | i | i | -6% | 6% | 1% | -1% | u | 5% | i | i
[13] COCC(=O)N1CCC2(CC1)CCN(c1ncccn1)CC2
→ i | i | i | 30% | 14% | 1%[11.4 µM] | -2% | 13% | -2% | i | i
[14] COc1ccccc1C(=O)N1CCCC(c2nc(-c3cc(OC)c(OC)c(OC)c3)no2)C1 (stereo not given)
→ i | i | u | 0% | -3% | -35% | 0% | u | -1% | i | i
[15] COc1cc(OC)cc(C(=O)N(Cc2nc(-c3cccc(C)c3)no2)C(C)C)c1
→ i | i | i | 6% | 4% | 0% | 0% | 32µM* | -4% | i | i
[16] O=C1c2ccccc2C(=O)N1CC#CCN1CCN(C2CCCCC2)CC1
→ i | i | i | u | i | 1% | -6% | u | -17% | i | i
[17] CCCCn1nnnc1NCc1cccnc1
→ i | i | i | -1% | -4% | 0% | 2% | 3% | 0% | i | i
[18] NC(=O)c1c(NC(=O)c2cc3ccccc3o2)sc2c1CCC2
→ i | 1.1e-07M* | i | -5% | 146% | 3.2µM* | -15% | -7% | -18% | 7.5e-08M* | i
[19] CCC(Oc1ccccc1)C(=O)N1CCN(c2ccccn2)CC1 (stereo not given)
→ i | i | i | -16% | 0% | 3% | -1% | 24% | -1% | i | u
[20] Cc1oc2c(CN3CCCC3)c(O)ccc2c(=O)c1-c1ccc(Cl)cc1
→ i | 7.3e-07M* | u | 4% | -2% | -1% | 0% | 11% | -2% | 5.4e-07M* | i
[21] CCOC(=O)CCc1c(C)c2ccc(OCc3nn[nH]n3)c(C)c2oc1=O
→ i | 3e-08M* | i | -22% | -4% | -29% | 0% | 19% | 1% | 2.4e-08M* | i
[22] COc1cccc(C(=O)NCc2nnc(SCC(=O)Nc3nccs3)n2-c2ccccc2)c1
→ x | x | x | x | 4% | 3% | -2% | 3% | 1% | x | x
[23] C#CCN1CC(C)/C(=N/O)CC1C (stereo not given)
→ i | i | i | 9% | 9% | 2% | 1% | 5% | 0% | i | i
[24] CCOC(=O)CN1C(=O)C(O)=C(C(C)=O)C1c1ccc(F)cc1 (stereo not given)
→ i | i | i | -12% | -2% | 1% | -1% | 2% | 1% | i | i
[25] CCn1c(SCC(N)=O)nnc1-c1ccc(OC)c(OC)c1
→ i | i | i | -3% | -1% | -1% | 0% | 2% | 1% | i | u
[26] CCOC(=O)Cn1c(CN2CC(C)OC(C)C2)nc2c1c(=O)n(C)c(=O)n2C (stereo not given)
→ x | x | x | x | 19% | -2% | 3% | 26% | -2% | x | x
[27] N#Cc1cc(-c2ccccc2)nn1-c1ccccc1
→ i | i | i | 34%[activator] | 122% | -21% | -2% | 23% | -1% | i | i
[28] N#Cc1c(-c2ccco2)nc(SCC(=O)Nc2cccc(Cl)c2)[nH]c1=O
→ i | i | i | -18% | 4% | 1% | -5% | 16% | -5% | i | i
[29] CC1CCN(S(=O)(=O)N2CCC(C(=O)N3CCC(N(C)CC4CCCO4)CC3)CC2)CC1 (stereo not given)
→ x | x | x | -18% | -5% | 4% | -2% | 2% | 1% | x | x
[30] CC(=O)C1=C(O)C=C2Oc3c(C(C)=O)c(O)c(C)c(O)c3[C@]2(C)C1=O
→ i | i | i | -9% | -26% | 1%[11.4 µM] | 0% | -1% | -1% | i | i

Entries from the list above containing a halogen:
Sequence of screens – Rhodamine autofl | A350 autofl | Texas Red fluor | ERK AVP inh | Tau filament bind | Luciferase inh | Casp1 inh | HEK293 cAMP ctrl | Caspase-7 inhib | 4MU fluor | Fluorescein fluor
[3] CCOc1cccc(CN2CCN(c3cccc(C(F)(F)F)c3)CC2)c1O
→ i | i | i | -5% | -17% | 0% | -3% | 19% | -2% | i | i
[11] O=C(N1CCCCC1)N1CCN(c2ccc(Cl)cc2)CC1
→ i | i | i | -19% | 3% | -4% | 0% | 8% | -3% | i | i
[20] Cc1oc2c(CN3CCCC3)c(O)ccc2c(=O)c1-c1ccc(Cl)cc1
→ i | 7.3e-07M* | u | 4% | -2% | -1% | 0% | 11% | -2% | 5.4e-07M* | i
[24] CCOC(=O)CN1C(=O)C(O)=C(C(C)=O)C1c1ccc(F)cc1 (stereo not given)
→ i | i | i | -12% | -2% | 1% | -1% | 2% | 1% | i | i
[28] N#Cc1c(-c2ccco2)nc(SCC(=O)Nc2cccc(Cl)c2)[nH]c1=O
→ i | i | i | -18% | 4% | 1% | -5% | 16% | -5% | i | i

Continuation:
Sequence of screens – Rhodamine autofl | A350 autofl | Texas Red fluor | ERK AVP inh | Tau filament bind | Luciferase inh | Casp1 inh | HEK293 cAMP ctrl | Caspase-7 inhib | 4MU fluor | Fluorescein fluor
[31] COC(=O)COc1ccc(S(=O)(=O)Nc2cc(OC)ccc2OC)cc1
→ i | i | i | u | -21% | 1% | -2% | -3% | 1% | i | i
[32] O=C(O)Cn1ccnc1
→ i | i | i | -17% | 3% | -1% | 3% | -6% | 1% | i | u
[33] COc1cccc(N2CCN(CC(=O)NCc3cccs3)CC2)c1
→ i | i | u | -7% | u | 2% | 0% | 12% | 0% | i | i
[34] CCOc1ccc(CCNC(=O)Cc2nn[nH]n2)cc1OCC
→ i | i | i | -13% | 15% | 1% | 1% | 10% | -1% | i | i
[35] Cn1c2c(c3ccccc31)CCSC2=O
→ i | i | i | -12% | 2% | -1% | 0% | u | 0% | i | i
[36] COC(=O)c1c(C)oc2cc(Br)c(OCC(=O)C(C)(C)C)cc12
→ x | x | x | 11% | 287% | 3% | -3% | 21% | -3% | x | x
[37] O=C(CN1C(=O)c2ccccc2C1=O)N1CCCCC1
→ i | i | i | 7% | 5% | 1% | -1% | 3% | 2% | i | i
[38] CCOC(=O)c1sc(NC(=O)CSc2nnc(C(C)C)n2CC)nc1C
→ i | u | u | -6% | 6% | -46% | -1% | 8% | 4% | i | i
[39] CCCNC(=O)C1CC(=O)N(c2ccc(OCC(=O)Nc3cccc(C)c3C)cc2)C1 (stereo not given)
→ x | x | x | -7% | -11% | 0% | -2% | 1% | 1% | x | x
[40] CCOc1cc(S(=O)(=O)n2cc(-c3ccc(F)cc3)c(N)n2)cc(OCC)c1OCC
→ i | i | i | 2% | -1% | 0% | -2% | -7% | -3% | i | i
[41] CCOC(=O)Cn1c(C)cc(=O)c2cccc(C)c21
→ x | x | x | -6% | -13% | -17% | 2% | 15% | -1% | x | x

From PubChem BioAssay
